MBNL1 CUG block: inhibitors of human MBNL1 binding to CUG repeat RNA | Q9NR56 | TR-FRET MBNL1-His/biotin-(CUG)12 binding, 665/545 ratio | Potency, µM (doses to about 57.5 µM), for the others: top-dose activity change, negative = inhibition, hits mostly inhibitors | 0.036% of 280,000 active | AID 2675; active means well fitted inhibition curve with a large enough effect in the signal ratio, with a control signal flat, not every such curve was filed as active; inconclusive means small, poorly fitted or top-dose-only effect, or effect the other way, or a change in a side signal; inactive means no such curve, though single readings can be large or run the other way; the % refers to the signal ratio; further: on the % scale 0 is the no-effect control and ±100 the full control effect
Target sequence (Q9NR56 whole entry, looked up): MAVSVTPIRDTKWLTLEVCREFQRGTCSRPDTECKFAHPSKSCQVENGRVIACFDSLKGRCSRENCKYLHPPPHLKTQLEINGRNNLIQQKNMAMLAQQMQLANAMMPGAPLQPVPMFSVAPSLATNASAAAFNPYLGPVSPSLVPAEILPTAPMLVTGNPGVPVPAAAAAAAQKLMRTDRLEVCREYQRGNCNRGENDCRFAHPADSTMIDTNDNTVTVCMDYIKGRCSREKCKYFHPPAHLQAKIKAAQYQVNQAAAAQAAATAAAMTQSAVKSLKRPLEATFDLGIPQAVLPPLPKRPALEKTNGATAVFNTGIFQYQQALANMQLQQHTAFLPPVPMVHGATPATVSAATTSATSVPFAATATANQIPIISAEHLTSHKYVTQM
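His-tagged MBNL1 binding to biotinylated (CUG)12 RNA was measured by TR-FRET using terbium anti-His antibody (0.055 ng/ul final) and streptavidin-XL665 (5 nM final). Compounds were titrated 92 nM to 58 uM; 60 min at room temperature.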
VP16 counter: inhibits Gal4-VP16 luciferase reporter, ROR gamma counter-screen. Potency, µM (doses to about 53.6 µM), inactives show at the highest dose activity, negative = inhibition, actives largely listed as inhibitors. 3.5% of 310,000 active. Drosophila S2 Gal4-VP16 UAS-luciferase, luminescence, 20 h. AID 2546;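 further: Gal4-VP16 expression switched on by copper sulfate through the metallothionein promoter; on the % scale 0 is the no-effect control and ±100 the full control effect; nearly all actives have a fitted effect of over 50% in size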
uPA surface inh: cell surface uPA generation inhibition; cell surface uPA generation assay, qHTS; Potency, µM (titrated, usually from 38.3 µM), inactives show top-dose activity change, negative = inhibition, hits mostly inhibitors; 0.31% of 330,000 active; AID 540303; active means well fitted inhibition curve with a large enough effect; inconclusive means small, poorly fitted or top-dose-only effect; inactive means no such curve, though single readings can be large or run the other way; tested in mouse RAW 264.7 cells; further: on the % scale 0 is the no-effect control and ±100 the full control effect; nearly all actives have a fitted effect of over 55% in size
NPC1 promoter act: activates the NPC1 promoter; Huh7 NPC1 promoter luciferase reporter, 24 h; Potency, µM (highest dose often 9.22 µM), inactives show top-dose activation, actives largely listed as activators; 2.4% of 320,000 active;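 further: % of control where 0% means no effect; nearly all actives have a fitted effect of over 60% in size; reporter is driven by a mutant NPC1 promoter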
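Stable NPC1-promoter luciferase Huh7 line; cpd (DMSO) 24 h, 37 °C, 5% CO2; Amplite luciferase reagent 10 min RT; luminescence readout. qHTS format.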
p53 reactivator: restores transcriptional activity of mutant p53; H1299 p53-A138V BP100-luciferase reporter, luminescence, 24 h; Potency, µM (top dose mostly 92.2 µM), inactives show at the highest dose activity change, positive = activation, hits mostly activators; 0.063% of 320,000 active; further: % of control where 0% means no effect; nearly all actives have a fitted effect of over 45% in size
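p53-null H1299 cells stably carrying temperature-sensitive p53-A138V and a BP100-luciferase reporter were pinned with compounds (4-point, 1:5 series) and held 24 hrs at 37 deg C. Luminescence was read 10 min after detection reagent.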
BRCA1 expr act: BRCA1 expression activation. MCF7-BRCA1-FFLuc reporter, luminescence, 48 h; response scale: scaled: vehicle 0%, 10 µM genistein 100%. Potency, µM (doses to about 46.1 µM), inactives show at the highest dose activation, usual class: activators. 1.1% of 380,000 active; further: nearly all actives have a fitted effect of over 80% in size; some results filed as inactive show a strong effect at the top dose
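Activators of BRCA1 expression were detected as increased firefly luciferase luminescence in engineered MCF7 cells after 48 h compound incubation. Signals were scaled to genistein 10 microM as full activation.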
Rab9 prom act: activators of Rab9 promoter | 2.8% of 320,000 active | Huh7 Rab9 promoter-luciferase reporter, luminescence, 24 h | Potency, µM (series often up to 9.22 µM), without a hit: top-dose activation, negative = inhibition, usual class: activators; further: % of control where 0% means no effect; nearly all actives have a fitted effect of over 60% in size
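Rab9 promoter-driven luciferase in stably transfected Huh7 cells; 1500 cells/well rested 2 h, exposed to compound in DMSO for 24 h at 37 °C, 5% CO2. Luminescence read 10 min after adding luciferase reagent at ambient temperature.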
ELG1 genotox: genotoxicity induction in ELG1-luciferase HEK293T cells; 1.3% of 330,000 active; HEK293T ELG1-luciferase reporter, luminescence, 16 h; Potency, µM (titrated, usually from 46 µM), for inactives: top-dose activity change, positive = activation, hits mostly activators; further: % of control where 0% means no effect; nearly all actives have a fitted effect of over 60% in size
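Screening used a luciferase reporter fused to human ELG1 in HEK293T cells. Luminescence was read on a CCD plate imager after 16 hr exposure and 30 min ONE-Glo incubation.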
RORg inh: blocks mouse ROR gamma transcriptional activity. Drosophila S2 Gal4-RORgamma UAS-luciferase reporter, 20 h. Potency, µM (top dose mostly 53.6 µM), for the others: at the top dose activity change, negative = inhibition, hits mostly inhibitors. P51450. 5.4% of 310,000 active; further: on the % scale 0 is the no-effect control and ±100 the full control effect; nearly all actives have a fitted effect of over 60% in size
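Stably transfected Drosophila Schneider cells are the test system, with ROR gamma fused to Gal4 and luciferase under UAS control; luminescence is read after 20 hr of 700 uM copper sulfate induction at ambient temperature.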
FLuc counter: firefly luciferase modulation, counter-screen for miR-21 project | P08659 | 6.9% of 360,000 active | purified FLuc, Km substrates, luminescence inhibition | Potency, µM (titrated, usually from 57.5 µM), for the others: at the top dose activity change, negative = inhibition, most hits filed as inhibitors;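 further: plate controls were vehicle for no effect and reference inhibitor for full effect; nearly all actives have a fitted effect of over 55% in size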
Target sequence (P08659 whole entry, looked up): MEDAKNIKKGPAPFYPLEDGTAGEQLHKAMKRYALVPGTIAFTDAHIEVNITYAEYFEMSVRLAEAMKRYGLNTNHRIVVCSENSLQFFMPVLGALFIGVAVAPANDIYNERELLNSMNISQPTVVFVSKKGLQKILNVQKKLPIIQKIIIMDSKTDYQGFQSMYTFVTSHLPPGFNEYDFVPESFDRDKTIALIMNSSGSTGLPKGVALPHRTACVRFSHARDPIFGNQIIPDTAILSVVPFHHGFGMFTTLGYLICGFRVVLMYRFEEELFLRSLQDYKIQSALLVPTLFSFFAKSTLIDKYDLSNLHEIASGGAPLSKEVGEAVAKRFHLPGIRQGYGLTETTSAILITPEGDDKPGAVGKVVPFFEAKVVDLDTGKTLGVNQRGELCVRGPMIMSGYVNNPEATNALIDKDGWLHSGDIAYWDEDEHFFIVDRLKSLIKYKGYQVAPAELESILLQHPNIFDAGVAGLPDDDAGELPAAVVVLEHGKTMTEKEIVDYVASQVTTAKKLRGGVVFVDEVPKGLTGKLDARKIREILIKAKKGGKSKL
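Biochemical qHTS of compounds, final roughly 60 µM downward over six points, against 10 nM purified firefly luciferase using Km concentrations of substrates (10 uM D-luciferin, 10 uM ATP) in Tris acetate pH 7.5 buffer; luminescence output.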
* marks the source's active call; other numbers are inactive results; ? = inconclusive; · = not tested or not shown; [ ] = dose if it differs, or a comment. Unless noted, the call rests on the fitted dose curve; in most records, active means well fitted curve in the direction sought with a large enough effect; inconclusive means small, poorly fitted or top-dose-only effect, or another doubt; inactive means no such curve, though single readings can be large; an effect the other way counts as inactive or inconclusive. Potency means the concentration at half of the fitted maximal effect.

SMILES	MBNL1 CUG block	VP16 counter	uPA surface inh	NPC1 promoter act	p53 reactivator	BRCA1 expr act	Rab9 prom act	ELG1 genotox	RORg inh	FLuc counter
CCN(CC)CCn1c(SCC(=O)NCc2ccco2)nc2c(sc3ccccc32)c1=O	8.5%	2.0%	-0.3%	4.1%	-0.5%	-0.7%	0.0%	-6.3%	-38.5%	-6.0%
C/C(=N\NC(=O)CN1CCN(S(=O)(=O)c2ccc(C)cc2)CC1)c1ccc(O)cc1	-7.5%	2.0%	-18.8%	-5.6%	-1.7%	-2.6%	-5.9%	-3.4%	5.4%	2.3%
CCCS(=O)(=O)N1CCC(C(=O)NCCCN2CCC(Cc3ccccc3)CC2)CC1	-2.9%	-6.5%	1.5%	-5.3%	8.6%	28.6%	-5.3%	-1.0%	-21.9%	-0.9%
COc1ccc(NC(=O)Cc2ccsc2)c(OC)c1	-2.2%	2.0%	-1.6%	-0.8%	2.5%	3.1%	6.3%	11.5%	-42.8%	1.3%
Cc1ccc(Nc2ccc(N)cc2S(=O)(=O)O)cc1	2.8%	-5.9%	-7.3%	-3.7%	6.6%	-8.1%	-2.0%[1.84 µM]	-2.7%	34.7%	3.0%
CC/C(O)=C1\C(=O)CC(c2ccccc2)CC1=NC(C)C (stereo unspecified)	·	-20.9%	-0.3%	-1.3%	-9.5%	-22.5%	-0.4%	-2.1%	-15.1%	-0.4%
COc1cnc(-c2ccccn2)nc1Oc1ccccc1	·	?	0.5%	-5.5%	-2.8%	4.4%	12.4%	-8.7%	11.2µM*	-2.8%
COc1ccccc1S(=O)(=O)Cc1ccc(C(=O)NCCN2CCCCCC2)o1	?	4.8%	-2.3%	0.2%	13.7%	-6.6%	4.1%	-9.7%	-13.9%	0.4%
COCCOC(=O)C1=C(C)NC(=O)NC1/C=C/c1ccccc1 (stereo unspecified)	3.8%	4.7%	3.7%	-0.3%	-16.1%	13.4%	-1.8%	2.1%	21.4%	-2.6%
Cc1ccccc1NC(=O)COC(=O)/C=C/c1cccc(C(F)(F)F)c1	1.2%	-2.0%	-0.8%	0.8%	-5.4%	-4.9%	2.1%	1.7%	-28.8%	1.6%
CCSC1=NCCN1C(=O)c1c(-c2ccccc2Cl)noc1C	-9.4%	10.6%	1.4%	-1.1%	3.5%	0.0%	-10.0%	-2.1%	19.2%	1.9%
CCOC(=O)c1nn(-c2ccc(OCC)cc2)c(C)c1C(C)=O	1.2%	0.6%	1.5%	-0.7%	0.4%	-5.2%	-0.9%	-4.2%	?	4.0%
O=C(COC(=O)c1ccccn1)c1cccc(Br)c1	3.1%	-3.9%	4.5%	?	14.9%	-11.2%	-4.6%	-0.8%	-10.7%	19µM*
COc1nccnc1NS(=O)(=O)c1ccc(NC(=O)c2ccc(F)cc2)cc1	-0.4%	-5.3%	-2.3%	-2.0%	-3.2%	-9.4%	2.9%	-0.4%	-1.8%	0.0%
Cn1c(=O)n(Cc2ccc(F)cc2)c(=O)c2c1nc1n2CCN1Cc1ccco1	-8.0%	-4.7%[10 µM]	-7.2%	-4.5%	-3.1%	-22.7%	-9.5%	-4.8%	?	-2.3%
COc1ccc(NC(=O)Nc2ccccc2SC)c(OC)c1	-5.0%	9.5%	-2.0%	6.2%	20.7%	-8.2%	-1.6%	10.0%	-3.3%	-4.0%
CCOc1ccc2[nH]c(=S)[nH]c2c1	-3.5%	?	-3.9%	3.0%	1.2%	11.1%	1.7%	4.1%	0.3%	-0.3%
Cc1nc2ccc(Br)cn2c(=O)c1Cl	?	2.2%	-4.5%	0.3%	-2.1%	-2.0%	4.4%	-1.7%	-25.5%	1.5%
CCc1ccc2c(CSc3nnnn3C)cc(=O)oc2c1	·	-3.9%	-9.5%	1.9%	3.4%	-4.2%	13.0%	6.0%	15.2%	-4.7%
CC(C)CNC(=O)COc1ncnc2sccc12	-2.2%	-19.6%	2.5%	0.0%	-1.0%	32.6%	18.9%	-1.3%	6.2%	-0.9%
O=C(c1cccc2ccccc12)C1CCCN(C(=O)C2CCOCC2)C1 (stereo unspecified)	14.3%	6.7%	9.0%	-3.2%	0.1%	24.4%	-1.1%	-3.3%	17.1%	-15.0%
COc1ccc(N2CCN(CCC3Oc4cc([N+](=O)[O-])ccc4NC3=O)CC2)cc1 (stereo unspecified)	?	-11.1%	2.2%	-5.5%	-2.1%	-0.2%	-3.4%	-9.0%	?	1.0%
CC(=O)Oc1ccc(C(=O)Nc2ccc(S(=O)(=O)NCC3CCCO3)cc2)cc1 (stereo unspecified)	0.8%	?	0.6%	-5.9%	7.6%	-16.4%	3.3%	-10.6%	?	4.7%
CCCn1nc(C(=O)NCC2COc3ccccc3O2)c2ccccc2c1=O (stereo unspecified)	·	·	-5.4%	-1.5%	-6.8%	-26.8%	-0.1%	-2.6%	·	2.0%
CS(=O)(=O)c1ccc(Cl)c(NC(=O)C2CC(=O)N(c3ccc4c(c3)OCCO4)C2)c1 (stereo unspecified)	1.1%	0.4%	-1.3%	2.8%	-5.4%	-10.8%	2.9%	11.0%	0.8%	-3.4%
O=S(=O)(c1cccc2nonc12)N1CCN(c2ccccc2F)CC1	?	-16.9%	2.6%	-2.4%	3.6%	-1.9%	-6.3%	-6.1%	17.9%	3.0%
O=C(NCCCN1CCCCC1)c1ccc(CS(=O)c2ccc(F)cc2)o1 (stereo unspecified)	-3.0%	-2.4%	-5.6%	-4.5%	8.5%	0.4%	1.8%	3.5%	4.2%	-2.5%
O=C(COc1ccc(F)cc1)N(Cc1ccc(Cl)cc1)C1CCS(=O)(=O)C1 (stereo unspecified)	-6.4%	9.2%	2.5%	-1.7%	-13.8%	-7.1%	-8.7%	0.7%	8.6%	1.2%
O=C(c1ccc(Cl)c(S(=O)(=O)N2CCCC2)c1)N1CCN(c2ccccc2)CC1	-4.0%	-0.7%	0.3%	-5.4%	-4.4%	-8.0%	-22.3%	-8.9%	?	-1.1%
COc1ccc(N2C(=O)C3CCCN3C2c2ccccc2)cc1Cl (stereo unspecified)	-11.1%	-0.7%	0.7%	-4.6%	0.6%	1.3%	-1.9%	8.9%	9.8%	-1.2%
COc1cc2cc(CN(Cc3nnnn3Cc3ccco3)C3CCCCC3)c(=O)[nH]c2cc1OC	5.5%	-13.2%	-0.2%	13.6%	-6.2%	-11.7%	23.0%	0.1%	-8.2%	-7.3%
O=C(Nc1cc(S(=O)(=O)N2CCOCC2)ccc1N1CCCC1)C1COc2ccccc2O1 (stereo unspecified)	-4.8%	-9.6%	6.9%	5.7%	1.1%	-3.8%	2.2%	-4.7%	42.6%	-0.1%
COc1ccc(CCC(=O)NC2CCCc3ccccc32)cc1OC (stereo unspecified)	-10.8%	-13.2%	-2.0%	-2.2%	1.1%	-5.3%	4.4%	3.0%	-25.1%	1.1%
COc1ccccc1OCC(=O)N/N=C/c1c(O)ccc2ccccc12	23.0%	2.51µM*	·	-36.8%[inhibitor]	?	·	-21.8%	-4.9%	2.82µM*	?
CC(=O)NCCc1nc2cc(NC(=O)c3cccc([N+](=O)[O-])c3)ccc2n1C	?	-12.6%	-17.1%	2.82µM*	18.6%	5.62µM*	2.82µM*	?	-5.1%	?
COc1cccc(CNC(=O)C2CCN(S(=O)(=O)c3ccc(C)cc3)CC2)c1	1.8%	-0.8%	-2.4%	0.8%	3.9%	0.0%	2.5%	0.1%	2.0%	0.7%
C/C(=N\NC(=O)c1ccc([N+](=O)[O-])cc1)c1cccc([N+](=O)[O-])c1	?	-13.3%	2.3%	-0.1%	0.8%	5.4%	11.0%	1.2%	-34.2%	-1.6%
COc1cccc(C=Nc2ccccc2C#N)c1O	·	-1.3%	-5.1%	-2.5%	2.8%	15.2%	-2.2%	0.0%	-36.3%	2.69µM*
O=c1oc2cc(O[C@@H]3OC[C@@H](O)[C@H](O)[C@H]3O)ccc2c2ccccc12	-5.0%	-9.1%	6.0%	-0.9%	5.2%	22.1%	-7.2%	8.5%	-21.9%	?
CC1CCCN(C(=O)Cn2c(=O)oc3ccccc32)C1 (stereo unspecified)	1.8%	1.1%	2.2%	3.9%	-0.7%	1.8%	7.3%	-3.5%	2.5%	1.0%
COC(=O)c1ccccc1NC(=O)N1CCN(S(=O)(=O)c2ccc(Cl)cc2)CC1	4.1%	3.3%	-2.4%	-2.0%	1.0%	-2.5%	-2.6%	-2.7%	-0.6%	1.0%
CCc1ccc(CNCc2cccs2)cc1	-4.5%	7.0%	0.2%	7.9%	2.5%	32.9%	20.8%	9.0%	-7.5%	?
CCc1ccc(N(C(=O)CNC(=O)c2ccco2)C(C(=O)NC2CCCC2)c2ccncc2)cc1 (stereo unspecified)	1.5%	6.0%	-10.6%	-4.8%	-1.2%	-0.3%	-0.7%	0.3%	24.5%	-1.0%

Source: PubChem (National Center for Advancing Translational Sciences (NCATS))
